Bioassay records (PubChem)
SENP6 block = inhibitors of human SENP6 protease. actives 1.8% (n = 330,000). AID 2599. Q9GZR1. Recombinant SENP6 catalytic domain, aminoluciferin luminescence. inhibition, % at 10 µM;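 active means inhibition above about 50% at the single tested dose, limit read from the data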;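 further: plate controls were DMSO wells with enzyme for no effect and DMSO wells lacking enzyme for full effect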
Target sequence (Q9GZR1 628-1112 limits assumed): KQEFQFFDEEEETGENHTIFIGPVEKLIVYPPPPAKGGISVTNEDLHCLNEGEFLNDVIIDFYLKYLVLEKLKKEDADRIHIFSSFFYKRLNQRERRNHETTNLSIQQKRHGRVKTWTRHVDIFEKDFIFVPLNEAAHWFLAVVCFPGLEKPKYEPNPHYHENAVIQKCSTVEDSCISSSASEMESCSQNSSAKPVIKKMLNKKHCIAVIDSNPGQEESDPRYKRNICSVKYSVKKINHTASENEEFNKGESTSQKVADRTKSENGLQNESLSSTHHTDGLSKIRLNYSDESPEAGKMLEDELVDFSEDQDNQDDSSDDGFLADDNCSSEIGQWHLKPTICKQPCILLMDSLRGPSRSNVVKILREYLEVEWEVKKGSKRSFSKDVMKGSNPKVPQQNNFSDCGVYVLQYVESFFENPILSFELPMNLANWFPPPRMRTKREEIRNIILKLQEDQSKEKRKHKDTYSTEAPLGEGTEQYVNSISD
NR3A LBD binder = modulators (binders) of human NR3A ligand-binding domain. NR3A LBD differential scanning fluorimetry, Tm shift; 0% = protein alone, 100% = glycine-bound protein. Tm shift relative to glycine control, % at 25 µM. actives 2.5% (n = 340,000);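 active means melting temperature shift of at least 10% of the positive control shift, at one fixed dose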
SENP1 FRET inh = inhibitors of human SENP1 SUMO protease catalytic domain; Q9P0U3; recombinant SENP1 catalytic domain, CyPet-SUMO1-YPet FRET cleavage; inhibition, % at 10 µM; actives 0.21% (n = 360,000); AID 624204;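 active means inhibition at least 30% at 10 µM, raw YFP signal under a set limit, fluorescence ratio 0.5 to 1.5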;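 further: 0% = enzyme with DMSO and 100% = no enzyme wells; some results filed as inactive read as strong as hits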
Target sequence (Q9P0U3 419-644 limits assumed): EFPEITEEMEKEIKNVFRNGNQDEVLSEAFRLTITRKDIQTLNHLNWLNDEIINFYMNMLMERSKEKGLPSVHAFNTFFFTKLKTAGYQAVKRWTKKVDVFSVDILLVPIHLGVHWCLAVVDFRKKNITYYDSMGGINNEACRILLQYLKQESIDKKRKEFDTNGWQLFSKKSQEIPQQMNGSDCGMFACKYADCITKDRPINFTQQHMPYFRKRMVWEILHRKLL
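Assay system – human recombinant His6-tagged SENP1 catalytic domain enzyme · Input – SENP1 enzyme, 20 pM final · Buffer or medium – Tris pH 8 buffer plus EDTA, NaCl, BME, BSA, NP40, catalase · Schedule – 50 min reaction at room temperature · Technique – FRET read of cyan and yellow fluorescence · Control set – no-enzyme wells low, DMSO-plus-enzyme wells high control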
PfG6PD inh = PfG6PD (Plasmodium falciparum) enzyme inhibition; PfGluPho enzyme, NADPH resazurin-diaphorase fluorescence; inhibition, % at 20 µM; actives 0.78% (n = 350,000);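 active means inhibition reaching at least a set limit at 20 µM in the primary screen, cut at about 59% in these data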;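 further: 0% = DMSO wells with substrate and 100% = DMSO wells lacking glucose-6-phosphate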
SENP8 inh = blocks human SENP8 cleavage of Nedd8 substrate; Q96LD8; recombinant SENP8, Nedd8 substrate fluorescence; inhibition, % at 20 µM; actives 0.64% (n = 360,000); AID 602440; in the data active means inhibition mostly above about 40%, no sharp cut-off; inactive means mostly below about 27%
Target sequence (Q96LD8 whole entry, looked up): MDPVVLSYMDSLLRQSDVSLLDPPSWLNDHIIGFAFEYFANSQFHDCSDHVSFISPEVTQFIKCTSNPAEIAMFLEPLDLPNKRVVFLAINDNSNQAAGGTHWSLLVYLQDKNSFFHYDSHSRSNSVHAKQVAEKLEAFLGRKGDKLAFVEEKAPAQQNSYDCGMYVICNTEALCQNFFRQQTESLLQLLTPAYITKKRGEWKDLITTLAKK
ATG4B inh = inhibitors of human ATG4B cysteine protease. AID 504462. inhibition, % at 8.33 µM. actives 0.51% (n = 340,000). ATG4B cleavage of LC3-PLA2, NBD-HPC fluorescence, 1 h. Q9Y4P1; in the data active means inhibition above about 40%
hIAP activ = increases human intestinal alkaline phosphatase activity; P09923; purified human IAP, CDP-Star luminescence, 30 min; active compounds read high; 1 = vehicle-only enzyme, 0 = enzyme-free background; activation factor at 10 µM; actives 0.16% (n = 330,000); AID 2524;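 active means activation factor of the enzyme at least 2-fold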; further: the source names both 10 and 20 µM as test concentration; values of inactives mirror those of a sister screen read the other way
MPTP block = blocks calcium-induced mitochondrial swelling. isolated mouse mitochondria, Ca2+ swelling absorbance, 30 min. inhibition, % at 10 µM. actives 1.4% (n = 360,000). AID 602449;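 active means inhibition of 50% or more, scaled per plate between neutral and stimulator controls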;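 further: 0% = DMSO wells given calcium and 100% = 1 mM EGTA wells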
The depositor's hits bear a star; / = not tested or not shown.

SMILES	SENP6 block	NR3A LBD binder	SENP1 FRET inh	PfG6PD inh	SENP8 inh	ATG4B inh	hIAP activ	MPTP block
Cc1ccc2cc(CN(CC3CCCO3)C(=O)C(C)C)c(=O)[nH]c2c1 (stereo not drawn)	9	-2	4	-11	6	-6	0.96	2.5
COc1ccc([N+](=O)[O-])cc1NC(=O)c1cn(-c2ccc(Cl)cc2)c(=O)c2ccccc12	-9	1	1	1	13	9	0.98	1.4
O=C(O)c1nn(-c2ccccc2)c(-c2ccccc2)c1C(=O)c1ccccc1	-17	-10	1	-16	15	11	1	1.2
COc1ccc(C2=NN(S(C)(=O)=O)C(c3cccs3)C2)cc1OC (stereo not drawn)	-9	0	-1	2	3	-6	0.92	-3.9
CCOC(=O)N1CCN(C(=O)c2ccc3c(Cl)c4c(nc3c2)CCCC4)CC1	1	-4	0	3	6	13	0.77	-0.4
Fc1ccccc1OCCCn1ccnc1	20	-1	4	-9	13	2	0.72	0.4
Cc1ccc(-c2noc(-c3ccccc3C(=O)N3CCCC3)n2)cc1	2	-2	1	-21	14	1	1.1	3.6
CC(=O)C1C(c2cccc([N+](=O)[O-])c2)C2C(C)=NN=C2CC1(C)O (stereo not drawn)	-7	-5	3	-5	12	-2	0.92	0.8
COc1cc(OC)c(N(C)C(=O)c2cc3c(s2)-c2ccccc2S(=O)(=O)C3)cc1Cl	-12	1	-5	-21	14	9	0.95	-0.3
O=C(Nc1nc(C2C3CC4CC(C3)CC2C4)cs1)c1cc2cc([N+](=O)[O-])ccc2oc1=O (stereo not drawn)	-8	-1	2	-15	13	-6	1.1	7.2
CC(=O)Nc1ccc(N2CCCCC2)c(C(=O)Nc2cccc(C)c2)c1	6	-17	-2	9	-36	9	0.97	4.7
CCOC(=O)N1CCN(Cc2nc3cc(NC(=O)c4cccs4)ccc3n2CC)CC1	0	1	-2	3	2	1	1.2	-3.5
Nc1c(-c2n[nH]c(=S)n2-c2ccc(Cl)cc2Cl)cnn1-c1ccccc1	-29	0	3	35	27	4	0.99	0.1
COc1cccc(CNC(=O)CCC2CCCN(C(=O)Cc3ccccc3F)C2)c1 (stereo not drawn)	0	1	-1	-7	17	-4	1.1	4.3
CN1CCc2c(n(CC(O)CNCc3ccccc3)c3ccccc23)C1=O (stereo not drawn)	5	-1	-2	-12	-207	5	0.93	-1.2
COc1ccc(CN2CCN(CCCc3ccccc3)C(CCO)C2)c(OC)c1 (stereo not drawn)	0	1	0	-16	11	16	1	0.9
O=C(CCN1C(=O)/C(=C\c2ccccc2Cl)SC1=S)N1CCN(c2ccccc2)CC1	-9	-10	3	8	24	6	1.3	2.9
CCC(C(=O)Nc1nc(C)cs1)c1ccccc1 (stereo not drawn)	-13	-2	-2	15	24	-11	0.91	-1.1
COCCn1c(SCC(=O)Nc2ccc(F)cc2)nc2c([nH]c3ccccc32)c1=O	-7	4	-2	-16	-29	1	0.92	1.1
Cc1nc2sc3c(c2c(=O)n1NC(=O)CCBr)CCCC3	1	-1	1	-10	16	-2	0.93	-0.6
[N-]=C=C1C(=O)NC(=O)C([n+]2ccc(-c3ccncc3)cc2)C1c1ccccc1C(F)(F)F (stereo not drawn)	7	2	-19	42	-410	-2	1.1	6.1
CCOc1ccc(C2C(C(=O)c3ccco3)=C(O)C(=O)N2CCN2CCOCC2)cc1 (stereo not drawn)	-9	0	-1	21	-3	-8	1.1	-1.4
O=C(O)CCCNC(=O)CCn1nnc2ccccc2c1=O	-12	2	3	-11	0	-4	0.97	0.2
COc1ccc(C(=O)N/N=C/C(C)c2ccccc2)cc1OC (stereo not drawn)	-13	-1	4	-20	22	-3	1	-3.8
COc1ccc(C(C(N)=O)c2ncc(C(F)(F)F)cc2Cl)cc1OC (stereo not drawn)	-2	0	0	-11	0	9	0.95	0.4
CC1CCCN(C(=O)CSc2nnc3ccccn23)C1 (stereo not drawn)	4	-2	2	9	-4	-5	1.1	-0.8
COc1ccccc1N1CCN(/N=C/c2cccc(Cl)c2)CC1	-3	2	-3	0	10	2	0.96	2.7
C(=N\N(c1ccccc1)c1ccccc1)/c1ccc(N2CCOCC2)s1	-12	0	-59	19	-104	-5	1	2.3
Cc1cc(-n2nc(C)cc2C)nc(NS(=O)(=O)c2ccccc2Cl)n1	4	-1	-5	24	2	-6	1.1	1.3
Cc1cccc(N2CCN(Cc3nc(-c4ccccc4Cl)oc3C)CC2)n1	-11	2	0	12	-7	18	0.9	1.4
COc1ccccc1N1CCN(Cc2cc(=O)c(OCC(=O)NC(C)C)co2)CC1	1	0	3	13	8	-1	0.83	-1.7
O=C(CCCOc1ccccc1)Nc1ccc(Cl)cn1	-1	-2	0	-9	0	-4	1.3	1.2
O=C(NCC1CC1)c1onc(CSc2ccc(F)c(F)c2)c1C(=O)NCC1CC1	-13	-10	-3	27	19	4	0.89	-1.4
CCn1c(O)c(N=NC2=NC(=O)CS2)c2ccccc21	-47	1	4	-26	33	-16	0.98	3.3
CCN1C(=O)C(C(=O)Nc2ccc(OC)cc2)C2CC1(C)Oc1ccccc12 (stereo not drawn)	-16	-2	-2	21	19	5	1.2	-5.9
C[C@H]1CNC(=O)c2c(C(=O)Nc3ccc(CNC(=O)OC(C)(C)C)cc3)ncn21	/	/	0	-4	-2	/	/	0.6

Three structures out of the list, arranged by SMILES length, highest first:
SMILES	SENP6 block	NR3A LBD binder	SENP1 FRET inh	PfG6PD inh	SENP8 inh	ATG4B inh	hIAP activ	MPTP block
COc1ccccc1N1CCN(/N=C/c2cccc(Cl)c2)CC1	-3	2	-3	0	10	2	0.96	2.7
CC1CCCN(C(=O)CSc2nnc3ccccn23)C1 (stereo not drawn)	4	-2	2	9	-4	-5	1.1	-0.8
O=C(CCCOc1ccccc1)Nc1ccc(Cl)cn1	-1	-2	0	-9	0	-4	1.3	1.2

Other compounds:
SMILES	SENP6 block	NR3A LBD binder	SENP1 FRET inh	PfG6PD inh	SENP8 inh	ATG4B inh	hIAP activ	MPTP block
Cc1nc2ccccc2n1C(C)c1ccccc1 (stereo not drawn)	-9	-2	2	-1	10	4	1.4	-0.8
Cc1ccccc1Nc1nc(-c2ccccc2)c(C(=O)Nc2cccnc2)s1	-17	-24	-12	49	-381	-17	1.3	0.9
COc1cc(/C=N/NS(=O)(=O)c2ccc3ccccc3c2)ccc1OCc1ccc(C(=O)O)cc1	43	-7	0	-19	0	21	1	2.9
CCCn1c(SCC(=O)Nc2ccc(S(=O)(=O)N(C)C)cc2)n[nH]c1=O	13	-1	-1	-1	5	5	0.89	-0.4
O=C(c1cccc([N+](=O)[O-])c1)N(c1ccccn1)c1ccccn1	-24	2	-4	0	12	-7	0.96	-0.6
Cn1cc([N+](=O)[O-])c(C(=O)Nc2cnn(Cc3ccc(F)cc3)c2)n1	7	0	1	2	16	4	0.87	8.6
O=C1CC(C(=O)Nc2ccccc2)N=C(N2CCOCC2)N1 (stereo not drawn)	7	-2	2	-11	11	11	0.89	1.4
O=C(NC1C=CS(=O)(=O)C1)c1ccccc1 (stereo not drawn)	4	0	2	-11	-5	7	1.1	-0.7
O=C(c1cccs1)N1CCN(S(=O)(=O)N2CCCCC2)CC1	-10	-3	1	-2	3	5	1.4	-2.1
CC(C)NC(=O)/C=C/C(=O)O	-10	0	3	9	6	-4	0.98	-0.5
COc1ccc(OC)c(CCNC(=O)CCn2nc(C)c3c(C)n(-c4ccccc4)nc3c2=O)c1	-2	-1	2	3	12	-7	1.3	0.2
Cc1nc2sc(C(c3cccs3)N3CCC(C(N)=O)CC3)c(O)n2n1 (stereo not drawn)	15	0	5	1	9	-5	1.1	0.6
O=C(Nn1c(O)c(C=C2N=c3ccccc3=N2)sc1=S)c1ccccc1	-11	23*	-13	-6	-16	3	0.93	-0.7
COc1cc(/C=C/C(=O)O)cc(S(=O)(=O)Nc2ccccc2C(=O)NCc2ccco2)c1OC	-6	-1	1	-31	-14	3	1.1	0.4
C(=C\c1ccccn1)/c1ccccn1	-23	/	1	-3	11	3	0.97	-0.9
COc1ccc(C(=O)/C(=C/c2cccs2)c2nc3ccccc3o2)cc1	-12	1	1	-8	25	0	0.88	-0.2
COCCN(C(=O)COC(=O)C1CC(=O)N(c2ccc(C)cc2)C1)c1c(N)n(Cc2ccccc2)c(=O)[nH]c1=O (stereo not drawn)	/	/	-2	-4	3	/	/	1.2
O=S(=O)(NCc1ccccc1)NCc1cccc(C(F)(F)F)c1	-11	2	0	-1	7	-7	0.77	4.7
O=C(COC(=O)c1ccc(O)cc1O)NC1CCS(=O)(=O)C1 (stereo not drawn)	-14	-2	1	12	16	-8	0.94	0.3
CCc1nnc(NC(=O)CC(=O)Nc2ccccc2C(=O)O)s1	78*	2	1	-11	-34	-3	0.93	-3.0
COc1cccc(/C=N/Nc2nc3ccccc3[nH]2)c1O	35	-11	-11	-13	-496	13	1.7	5.1
CCCCOP(=O)(OCCCC)C(O)c1ccc(F)cc1 (stereo not drawn)	-11	-1	-2	-4	9	4	0.93	1.5
CC1=Nn2c(nnc2-c2n[nH]c3c2CCC3)SC1	4	2	-2	-1	16	-10	0.88	0.2
Nn1cnnc1N/N=C/c1cc([N+](=O)[O-])c(Cl)cc1Cl	-6	1	0	32	52*	-2	0.82	0.6
COc1cc(/C=C/c2ccc3cccc(O)c3n2)cc(OC)c1OC	2	/	-3	-1	-146	-4	1.2	0.2
CC(C)(C)NCC(O)CON=C1c2ccccc2-c2ccccc21 (stereo not drawn)	-13	2	0	-1	-2	-1	0.88	1.9
COc1ccc2c(c1)CCc1cn3ncc(C#N)c3nc1-2	-5	-2	-55	-4	-426	2	0.95	-0.2
CCOC(=O)Cc1csc(NC(=O)CSc2nc(C)cc(=O)[nH]2)n1	1	1	-1	30	0	-24	1.1	-2.2
CCN(CC)S(=O)(=O)c1ccc2nc(CSc3nnnn3-c3ccc(O)cc3)[nH]c2c1	0	-8	-8	0	-13	-19	1.1	0.9
Cc1ccc(CNC(=O)c2cccnc2Sc2cccc(Cl)c2)cc1	-23	1	3	-3	20	2	0.95	6.2
Cc1c(C)c2c(OCC(=O)NCC(C)C)cc3c(c2oc1=O)CCC(C)(C)O3	-21	0	1	19	-254	1	1	0.4
O=C(Cn1nnc2ccccc2c1=O)NC1CCCCC1	9	-1	0	-7	2	1	0.97	-0.4
COc1ccc(/C=N/NC(=O)Cc2csc(Nc3cccc(C(F)(F)F)c3)n2)c(OC)c1	-4	8	0	24	12	9	0.91	-11
Nc1c(C(=O)NCc2cccnc2)sc(=S)n1-c1ccccc1	5	1	2	49	13	-5	1	0.6
Cc1onc(-c2ccccc2)c1C(=O)OCC(=O)NC(C)c1ccc(Cl)cc1 (stereo not drawn)	2	-4	-1	-1	8	-9	0.93	0.8
Cc1c(C(=O)C(=O)NCc2cccs2)c2ccccc2n1C	-9	0	2	13	26	-6	1.1	1.3
CC(=O)Oc1ccc(N2C(=O)CCC2=O)cc1	2	-1	0	3	17	-7	0.78	0.6
Cc1ccc(CN2CCN(Cc3ccncc3)CC2CCO)o1 (stereo not drawn)	76*	-2	-2	2	19	29	1	-0.2
COc1cccc(C(=O)N(CN2CCCC2=O)c2ccccc2OC)c1	-2	3	2	-7	4	2	1.2	-0.5
CCO/C(C)=C1\C(=O)Nc2ccccc21	-2	1	1	-21	36	6	1.3	-1.4

Part of the list above, in markdown:
| structure | SENP6 block | NR3A LBD binder | SENP1 FRET inh | PfG6PD inh | SENP8 inh | ATG4B inh | hIAP activ | MPTP block |
| --- | --- | --- | --- | --- | --- | --- | --- | --- |
| COc1cc(/C=N/NS(=O)(=O)c2ccc3ccccc3c2)ccc1OCc1ccc(C(=O)O)cc1 | 43 | -7 | 0 | -19 | 0 | 21 | 1 | 2.9 |
| Cc1ccc(CNC(=O)c2cccnc2Sc2cccc(Cl)c2)cc1 | -23 | 1 | 3 | -3 | 20 | 2 | 0.95 | 6.2 |
| CCCCOP(=O)(OCCCC)C(O)c1ccc(F)cc1 (stereo not drawn) | -11 | -1 | -2 | -4 | 9 | 4 | 0.93 | 1.5 |
